Compound activity from PubChem BioAssay.
D3 antag – blocks the human D3 dopamine receptor. P35462. D3R cells, DiscoveRx beta-arrestin luminescence, antagonist mode; stronger effect = lower value. max response, negative = inhibition, %. 2.5% of 360,000 active; in the data active = max response below about -50%; inconclusive = no clear call, values can overlap the other calls; also: % is scaled to controls: 0 for no effect and ±100 for the full control effect; mostly tested at two doses, the higher about 12 µM
Target sequence (P35462 whole entry, looked up): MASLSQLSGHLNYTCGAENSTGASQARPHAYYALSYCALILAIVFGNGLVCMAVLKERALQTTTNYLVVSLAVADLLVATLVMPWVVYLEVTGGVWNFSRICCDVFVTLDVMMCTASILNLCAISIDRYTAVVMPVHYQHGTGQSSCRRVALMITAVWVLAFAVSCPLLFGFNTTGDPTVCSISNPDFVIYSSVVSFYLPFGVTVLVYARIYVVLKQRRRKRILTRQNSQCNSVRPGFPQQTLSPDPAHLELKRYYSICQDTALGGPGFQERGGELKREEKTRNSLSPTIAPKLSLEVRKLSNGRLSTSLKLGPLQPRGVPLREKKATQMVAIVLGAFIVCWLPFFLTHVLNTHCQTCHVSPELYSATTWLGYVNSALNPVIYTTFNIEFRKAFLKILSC
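Cells plated overnight at 1500 cells/well, then exposed to library compounds with dopamine controls for 90 minutes at 37 degrees C. DiscoveRx reagent added for 30–60 minutes at room temperature; luminescence read, quantitative HTS format.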
aSyn yeast inh – rescues yeast growth from alpha-synuclein toxicity; Yeast expressing alpha-synuclein, growth rescue, BacTiter-Glo, 24 h; Potency, µM (doses to about 46.1 µM), inactives show at the top dose growth rescue (activation), most hits filed as activators; 0.14% of 370,000 active; also: potency is read from the fitted curve at half-maximal effect; % of control where 0% means no effect; nearly all actives have a fitted effect of over 65% in size
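Screening used galactose-induced yeast with toxic alpha-synuclein levels, exposed to compound for 24 hr at 30 deg C. Cell growth, read with BacTiter-Glo luminescence, gave the measured signal.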
GLP-1R inv ag – acts as inverse agonist at human GLP-1 receptor | P43220 | HEK293 GLP-1R CRE-luciferase, luminescence, 24 h; GLP-1R form is constitutively active | Potency, µM (series often up to 38.3 µM), inactives show at the highest dose activity change, negative = inhibition, most hits filed as inhibitors | 1.6% of 410,000 active; also: potency is read from the fitted curve at half-maximal effect; % is scaled to controls: 0 for no effect and ±100 for the full control effect; nearly all actives have a fitted effect of over 55% in size
Target sequence (P43220 whole entry, looked up): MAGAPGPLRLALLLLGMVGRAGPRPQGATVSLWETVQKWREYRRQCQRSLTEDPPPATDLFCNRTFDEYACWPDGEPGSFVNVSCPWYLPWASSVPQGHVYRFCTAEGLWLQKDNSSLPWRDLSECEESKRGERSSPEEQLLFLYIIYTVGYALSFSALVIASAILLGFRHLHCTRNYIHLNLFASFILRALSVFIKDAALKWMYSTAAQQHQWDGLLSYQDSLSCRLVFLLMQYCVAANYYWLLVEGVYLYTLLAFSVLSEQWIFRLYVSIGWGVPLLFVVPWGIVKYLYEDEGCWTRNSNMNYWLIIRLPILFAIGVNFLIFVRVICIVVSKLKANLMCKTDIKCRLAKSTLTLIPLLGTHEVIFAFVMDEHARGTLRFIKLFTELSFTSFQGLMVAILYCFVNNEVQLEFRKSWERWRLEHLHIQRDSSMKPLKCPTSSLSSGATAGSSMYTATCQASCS
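HEK293 cells stably co-expressing a cAMP-responsive luciferase reporter and constitutively active GLP-1R were seeded, incubated 12 h, then exposed to compounds for 24 h at 37 C. Luminescence was read 12 min after detection reagent; inverse agonists lower signal.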
TDP43 rescue – TDP-43 toxicity inhibition in yeast; TDP-43 expressing yeast growth rescue, BacTiter-Glo, 24 h; 1.8% of 410,000 active; Potency, µM (doses to about 46.1 µM), without a hit: top-dose growth rescue (activation), hits mostly activators; also: potency is read from the fitted curve at half-maximal effect; % of control where 0% means no effect; nearly all actives have a fitted effect of over 50% in size
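Yeast expressing TDP-43 (pregrown in raffinose, seeded at OD600=0.02 in galactose medium) exposed to compounds 24 hr at 30 deg C. Growth read by BacTiter-Glo luminescence; rescue of toxicity appears as increased signal.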
Abeta yeast res – restores growth of yeast expressing A-beta42 peptide; 0.063% of 410,000 active; Potency, µM (series often up to 46.1 µM), for the others: top-dose growth rescue, hits mostly activators; yeast expressing A-beta42, growth rescue, OD600, 48 h; response scale: 0% DMSO, 100% iron-clioquinol control; also: potency is read from the fitted curve at half-maximal effect; nearly all actives have a fitted effect of over 55% in size
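Growth rescue measured by 600 nm absorbance after 48 h yeast culture at 30 C with compound. Values normalized between DMSO and an equimolar ferric chloride plus clioquinol control.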
FUS suppressor – rescues growth of FUS-expressing yeast. S. cerevisiae FUS-expressing, growth rescue, OD600, 24 h. 0.24% of 390,000 active. Potency, µM (titrated, usually from 76.6 µM), for inactives: at the top dose growth rescue (activation), hits mostly activators. AID 1347120;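 also: potency is read from the fitted curve at half-maximal effect; plate controls were DMSO vehicle for no effect and reference control for full effect; nearly all actives have a fitted effect of over 55% in size; some results filed as inactive show a strong effect at the top dose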
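Cultures pregrown in 2.5% raffinose medium are shifted to minimal medium containing 2% galactose to express toxic FUS. Compounds are tested at several concentrations. After 24hr at 30C, growth is quantified at 600 nm absorbance.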
GLP1R ag – GLP-1 receptor (human) agonism. 0.007% of 380,000 active. P43220. Potency, µM (highest dose often 45.6 µM), for inactives: at the highest dose activation, most hits filed as activators. HEK293 GLP-1R CRE-luciferase, luminescence, 4-6 h; cells express a hypersensitive GLP-1R form; also: potency is read from the fitted curve at half-maximal effect; % of control where 0% means no effect
PTHR1 agonist – PTHR1 (human) receptor agonism | Q03431 | HEK293 GP2 PTHR1 cells, GloSensor cAMP luminescence, 1 h | Potency, µM (series often up to 115 µM), for inactives: at the highest dose activation, most hits filed as activators | 0.075% of 410,000 active; also: potency is read from the fitted curve at half-maximal effect; nearly all actives have a fitted effect of over 55% in size; some results filed as inactive show a strong effect at the top dose; inactives centre near -15; many of its hits are not listed in these tables
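HEK-293-derived GP2 cells expressing PTHR1 and a GloSensor cAMP reporter, 3,000/well, plated overnight, given luciferin plus IBMX (each 0.5 mM as added) for 1 h at 37 °C, then compound for 1 h at 37 °C. Luminescence was read after 15 min at room temperature.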
Akt phos inh – Akt phosphorylation inhibition | activity change, % for hits at 50 µM | Neuro2A IGF-stimulated pAkt S473 HTRF, 20 min; stronger effect = lower value | 0.32% of 360,000 active; in the data active = activity change below about -80%; inconclusive = mostly about -51% to -80%; also: % is scaled to controls: 0 for no effect and ±100 for the full control effect
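Single-point screen (50 µM final compound) in Neuro2A cells stimulated 20 min with 6 nM IGF at 37 deg C. After lysis, Ser473-phosphorylated Akt read by HTRF (ex 330 nm, em 615/665 nm) as the 665/615 ratio.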
The depositor's hits bear a star; i = inactive; ? = inconclusive; . = no result given; [ ] = another dose, or the depositor's remark. Unless noted, calls follow the shape of the dose curve; as a rule, active = well fitted curve in the direction sought with a large enough effect; inconclusive = small, poorly fitted or top-dose-only effect, or another doubt; inactive = no such curve, though single readings can be large; an effect the other way counts as inactive or inconclusive. This is a subset; rates above refer to the full screens.

SMILES	D3 antag	aSyn yeast inh	GLP-1R inv ag	TDP43 rescue	Abeta yeast res	FUS suppressor	GLP1R ag	PTHR1 agonist	Akt phos inh
CCOC(=O)[C@H]1[C@H]2COc3ccc(Br)cc3[C@@H]2N2C(=O)CN(C)C(=O)[C@@]12C	-3.4	0.4%	6.6%	-11.2%	10.4%	-2.7%	2.3%	?	i
COc1ccccc1/C=C\C=N\NC(=O)CCn1nnc2ccccc21	-0.8	-9.3%	-16.1%	3.3%	-7.3%	-11.0%	1.4%	-47.4%[inhibitor]	i
N#C/C(=C\c1ccccc1C(=O)O)c1nc2ccccc2[nH]1	-5.5	-2.6%	41.8%[activator]	6.7%	-25.6%	42.4%	2.2%	i	i
CC(NC(=O)c1ccccc1F)c1nnc(SCc2nc3ccccc3c(=O)[nH]2)n1C (stereo not given)	16.4	0.9%	-13.2%	-9.0%[9.22 µM]	6.4%	6.0%	5.6%	i	i
CCCN(CCC)CCNC(=O)c1cc2c(=O)oc3ccc(C)cc3c2s1	.	.	16.2%	3.0%	-14.8%	-17.3%	1.0%	i	.
CCC(C)Sc1ccc([C@H]2N[C@@](CC(C)C)(C(=O)OC)[C@H]3C(=O)N(C)C(=O)[C@@H]23)cc1 (stereo not given in full)	-20.8	-0.5%	?	-13.7%	-6.9%	35.3%	-0.1%	i	i
O=C(NC(=S)Nc1ccccn1)c1ccco1	-17.4	-11.0%	?	25.6%	-7.5%	.	?	-1.4%	i
CCOc1cc(C2Nc3ccccc3NC3=C2C(=O)CC(C)(C)C3)ccc1O (stereo not given)	-4.2	-0.5%	24.8%	13.0%	-2.8%	-1.5%	-6.6%	i	i
CCOc1ccc(N2CC(C(=O)NCc3ccc(C)n3C)CC2=O)cc1 (stereo not given)	1.8	1.8%	43.3%[activator]	19.6%	-12.9%	24.6%	2.3%	-4.2%	i
CCC(=O)N(C)CCc1cc2c(c(OC)c1/C=N/Nc1ccc(C(=O)O)cc1)OCO2	0.3	1.8%	17.9%	-0.8%	-0.1%	19.0%	-0.3%	i	i
CCCCOCCCNC(=O)Cc1cccs1	9.3	1.5%	-4.5%	-15.1%	-1.7%	30.9%	-4.8%	-1.9%[57.5 µM]	i
COc1cc(C(=O)N2CCCCC2c2cc(C(=O)Nc3ccccc3Cl)no2)cc(OC)c1C (stereo not given)	-4.8	-1.6%	?	9.7%	-10.0%	35.1%	-3.0%	10.5%	i
Cc1ccccc1-c1n[nH]nc1C1=CC(=O)CC(C)(C)C1	16.0	1.2%	-4.8%	0.0%	0.9%	-9.8%	-4.5%	-0.5%	i
CCOc1ccc(C(=O)OC(C)CN2CCCCC2)cc1 (stereo not given)	?	0.2%	-20.1%	-3.2%	-6.2%	-6.2%	6.9%	-0.6%	i
CN(C)N1C(N)=C(C#N)C(c2cccnc2)C2=C1CCCC2=O (stereo not given)	11.8	-5.2%	8.6%	-22.2%	-18.3%	21.6%	1.8%	-14.7%	i

Reprinted from the part before: 2 compounds; new compounds follow.
SMILES	D3 antag	aSyn yeast inh	GLP-1R inv ag	TDP43 rescue	Abeta yeast res	FUS suppressor	GLP1R ag	PTHR1 agonist	Akt phos inh
CCOc1ccc(C(=O)OC(C)CN2CCCCC2)cc1 (stereo not given)	?	0.2%	-20.1%	-3.2%	-6.2%	-6.2%	6.9%	-0.6%	i
CN(C)N1C(N)=C(C#N)C(c2cccnc2)C2=C1CCCC2=O (stereo not given)	11.8	-5.2%	8.6%	-22.2%	-18.3%	21.6%	1.8%	-14.7%	i
CCOc1ccccc1NC(=O)C1CCN(S(=O)(=O)c2cccc3nonc23)CC1	.	.	15.2%	-17.2%	-25.8%	-16.1%	.	i	.
CN(Cc1ccc(C(C)(C)C)cc1)C(=O)c1ccc2c(c1)OCO2	-11.8	9.2%	?	28.4%	18.1%	39.9%	23.8%	-22.2%	i
C=C[C@@](C)(O)CC[C@@H]1[C@@]2(C)CCCC(C)(C)[C@@H]2CC[C@@]1(C)O	-2.7	?	?	?	19.9%	?	-3.4%	-3.3%	i
O=C(/C=C/c1ccc([N+](=O)[O-])o1)NNC(=O)c1ccc(F)cc1	?	4.5%	-75.8%	7.0%	2.7%	5.1%	-4.1%	-17.1%	i
O=C(NCc1n[nH]c(=S)n1-c1cccc(Cl)c1)c1ccc(S(=O)(=O)N2CCCC2)cc1	-8.3	7.1%	0.0%	-20.0%	-5.4%	24.4%	-1.8%	-25.6%[57.5 µM]	.
CN(C)c1nc(C(=O)NN)nc(N(C)C)n1	5.4	0.0%	15.4%	-26.7%	-2.5%	0.4%	-4.2%	7.1%	i
COC(=O)c1ccccc1S(=O)(=O)N1CCC(C(=O)OC(C)C(=O)Nc2ccccc2OC)CC1 (stereo not given)	12.1	4.9%[1.84 µM]	26.5%	-5.2%	-0.3%	38.2%	2.0%	-26.5%	i
N#Cc1cccc(NC(=O)CN2C(=O)NC(Cc3ccccc3)C2=O)c1 (stereo not given)	-20.4	6.4%	13.5%	9.3%	-10.3%	3.2%	-2.6%	i	i
CCN1CCOC(CC(=O)Nc2ccc([N+](=O)[O-])cc2)C1=O (stereo not given)	-15.3	-13.5%	12.6%	-12.0%	-69.6%[inhibitor]	19.7%	5.5%	i	i
COC(=O)c1ccccc1NC(=O)CSc1nnc(-c2cccc(NC(C)=O)c2)n1C	14.4	3.8%	0.1%	3.6%	17.5%	-2.5%	-1.9%	-18.0%[57.5 µM]	i
COc1ccc(NC(=O)c2[nH]nc3c2CSc2ccccc2-3)c(OC)c1	.	.	5.1%	0.0%	-6.9%	-7.2%	.	i	.
Cc1ccc(OCCC(=O)OCC(=O)Nc2ccc3c(c2)OCCO3)cc1	5.3	10.2%	-16.8%	-14.4%	5.6%	2.6%	7.6%	i	i
OC(COc1cccc2ccccc12)CN1CCN(c2ccccn2)CC1 (stereo not given)	28.5	11.6%	?	-8.7%	12.6%	29.5%	0.0%	-39.5%[inhibitor]	i
Cc1cc(C)n2c(=O)c3ccc(Cl)cc3nc2c1C#N	-8.4	-6.0%	2.7%	12.6%	-36.5%	15.5%	5.3%	-14.4%	i
COc1c(C)cc(C(O)c2ncc(-c3ccccc3Cl)[nH]2)cc1C (stereo not given)	16.2	-1.3%	-9.6%	16.3%	-9.8%	-1.7%	6.9%	-21.5%	i

Among those listed so far, these contain an aryl thioether with sulfur outside any ring.
SMILES	D3 antag	aSyn yeast inh	GLP-1R inv ag	TDP43 rescue	Abeta yeast res	FUS suppressor	GLP1R ag	PTHR1 agonist	Akt phos inh
CC(NC(=O)c1ccccc1F)c1nnc(SCc2nc3ccccc3c(=O)[nH]2)n1C (stereo not given)	16.4	0.9%	-13.2%	-9.0%[9.22 µM]	6.4%	6.0%	5.6%	i	i
CCC(C)Sc1ccc([C@H]2N[C@@](CC(C)C)(C(=O)OC)[C@H]3C(=O)N(C)C(=O)[C@@H]23)cc1 (stereo not given in full)	-20.8	-0.5%	?	-13.7%	-6.9%	35.3%	-0.1%	i	i
COC(=O)c1ccccc1NC(=O)CSc1nnc(-c2cccc(NC(C)=O)c2)n1C	14.4	3.8%	0.1%	3.6%	17.5%	-2.5%	-1.9%	-18.0%[57.5 µM]	i

Next part.
SMILES	D3 antag	aSyn yeast inh	GLP-1R inv ag	TDP43 rescue	Abeta yeast res	FUS suppressor	GLP1R ag	PTHR1 agonist	Akt phos inh
CCC(C)N(C(=O)COC(=O)CSc1ccc([N+](=O)[O-])cc1)C1CCS(=O)(=O)C1 (stereo not given)	-5.5	-0.9%	2.3%	-24.5%	-3.5%	9.1%	-0.8%	i	i
COc1ccc(/C=C2\SC(=O)N(CC(=O)Nc3cccc(C)c3)C2=O)cc1O	-15.3	-1.6%	-0.3%	-1.6%	-3.2%	5.3%	-2.5%	-2.8%	i
O=C(NCCc1cccnc1)C1CCC(=O)N(CCc2cccc(F)c2)C1 (stereo not given)	0.0	-7.1%	7.8%	-10.9%	5.2%	.	-0.7%	-14.1%	i
CCOc1ccc2oc(C(=O)OCC(=O)NCC3CCCO3)c(C)c2c1 (stereo not given)	40.2	5.2%	15.5%	16.6%	3.7%	16.6%	16.1%	-36.4%[inhibitor]	i
COc1cccc(NC(=O)n2nc(N)cc2-c2ccc(Cl)cc2)c1	17.5	-0.1%	10µM*	0.0%	38.5%	39.9%	-2.1%	i	i
Cc1cc(C(=O)Nc2ccc(C(=O)O)cc2)c(C)o1	-9.3	-0.7%	7.7%	-22.4%	-19.0%	17.5%	2.9%	i	i
Nc1ccc2c(c1)C(=O)c1ccccc1C2=O	-9.2	4.7%	71.6%[activator]	16.5%	14.0%	15.8%	10.8%	-6.4%	i
CCn1ncc(CNC(=O)CCCSc2nc(-c3ccco3)cc(C(F)(F)F)n2)c1C	18.0	5.1%	?	3.7%	5.7%	43.7%	8.2%	-25.2%[57.5 µM]	i
CCN(CC(=O)Nc1c(F)cccc1F)C(=O)c1ccc(S(=O)(=O)NCc2ccco2)cc1	15.4	5.5%	7.1%	12.4%	3.8%	3.7%	8.5%	-9.4%	i
COc1cccc(C2C3=C(CCCC3=O)Nc3nc(-c4cc(OC)c(OC)c(OC)c4)nn32)c1 (stereo not given)	29.6	-0.6%	0.0%	11.3%	-0.1%	23.6%	0.2%	-5.3%[57.5 µM]	i
NC(=O)c1ccc(NC(=O)CN2CCN(S(=O)(=O)c3ccc4c(c3)OCCO4)CC2)cc1	4.1	-4.9%	3.9%	0.5%	-5.6%	1.5%	1.3%	-19.1%	i
N#Cc1ccccc1Cn1cc(/C=N/Nc2ccc([N+](=O)[O-])cn2)c2ccccc21	-52.4*	-3.1%	?	1.0%	-9.7%	4.4%	7.7%	-4.1%	i
Cc1ccc(CNC(=O)COC(=O)CCOc2ccc(C)cc2)cc1	-9.4	9.3%	-18.5%	-22.9%	-7.3%	14.1%	8.8%	-16.8%	i
Cc1ccc(C(=O)/C=C/Nc2ccccc2C(N)=O)o1	5.2	11.2µM*	14.5%	-4.8%	12.3%	0.1%	0.0%	-22.1%	i
